ER stress death – ER stress cell death inhibition; CSM14.1 thapsigargin ER stress survival, ATP luminescence; relative survival (cellular ATP), % at 15 µg/mL (by protocol); 0.33% of 48,000 active;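 active = survival measured by cellular ATP above 50% at 15 µg/ml in the first screen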;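 note: cell death triggered by about 15 µM thapsigargin; ATP read 24 h after thapsigargin was added; plate controls were thapsigargin with DMSO for no effect and DMSO without thapsigargin for full effect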
* = called active by the depositor.

compound | ER stress death
O=S(=O)(c1ccc(Cl)cc1)N1CCN(CCCc2ccccc2)CC1 | 50
CCOc1ccc(C(NC=O)c2ccc(OC)c(OC)c2)cc1 (stereo not drawn) | 4
COc1cc([N+](=O)[O-])cc(/C=C2/C(=O)NC(=O)N(c3ccc(C(C)C)cc3)C2=O)c1O | 2
CC(C)c1ccc(/C=C(\NC(=O)c2ccccc2)C(=O)NCCCN(C)C)cc1 | -4
C=CCN1C(=O)/C(=C\c2cc(Cl)c(O)c(OCC)c2)C(=O)NC1=S | -2
Cc1ccc(N2C(=O)/C(=C/c3cccc(Br)c3)SC2=S)cc1C | 4
COc1cc(-c2nc(-c3ccccc3)c(-c3ccccc3)[nH]2)ccc1OCC(=O)O | 7
O=C(Cn1c(NCCO)nc2ccccc21)c1cccc2ccccc12 | -10
O=C(NC(=S)Nc1ccc(NC(=O)c2ccco2)cc1)c1ccco1 | 3
COc1cccc(N(CC(=O)Nc2ccc(Br)cc2)S(=O)(=O)c2ccccc2)c1 | 8
CN(C)c1ccc(NC2=NC3(CCCC3)N=C(N)N2)cc1 | 1
COc1cc(/C=N/NC(=O)c2cccnc2)cc(OC)c1O | 8
O=c1oc2cc(OCCO)ccc2c2c1CCC2 | 4
O=c1c2c(nc3cc(-c4ccco4)[nH]n13)CCS2 | -1
O=C(O)CCCCCN1C(=O)C(=O)/C(=C(/O)c2ccc(F)cc2)C1c1ccccc1F (stereo not drawn) | -5
Cc1ccc(-c2nc3cc(NC(=O)C(C)C)ccc3o2)cc1 | 3
CCOCCOC(=O)c1ccc(NC(=O)COc2ccc(Br)cc2)cc1 | 7
Cc1c(NS(=O)(=O)c2ccccc2)cccc1[N+](=O)[O-] | 5
CC1CCCN(c2c([N+](=O)[O-])c(=O)oc3ccccc23)C1 (stereo not drawn) | 1
CCSCCOC(=O)C1=C(C)NC2=C(C(=O)CCC2)C1c1ccccc1OC(C)C (stereo not drawn) | 11
COc1cccc(/C=C2\SC(=S)N(c3cccc(F)c3)C2=O)c1O | 5
Cc1ccc(C)c(NC(=S)NC(NC(=O)c2ccccc2F)C(Cl)(Cl)Cl)c1 (stereo not drawn) | 11
CCN(CC)CCCCCCOc1ccccc1Br | -15
Cn1c(CNc2ccccc2)nc2ccccc21 | 2
Cc1cc(C)c(C#N)c(SCC(=O)Nc2ccc([N+](=O)[O-])cc2)n1 | -4

An excerpt from above in order of molar mass, falling.
compound | ER stress death
COc1cccc(N(CC(=O)Nc2ccc(Br)cc2)S(=O)(=O)c2ccccc2)c1 | 8
Cc1ccc(C)c(NC(=S)NC(NC(=O)c2ccccc2F)C(Cl)(Cl)Cl)c1 (stereo not drawn) | 11
CCN(CC)CCCCCCOc1ccccc1Br | -15
COc1cc(/C=N/NC(=O)c2cccnc2)cc(OC)c1O | 8
Cc1c(NS(=O)(=O)c2ccccc2)cccc1[N+](=O)[O-] | 5

Next entries.
compound | ER stress death
Cc1cc(C)c2cccc(NC(=S)NC(=O)c3cccc([N+](=O)[O-])c3)c2n1 | 5
CCCN1CCC(=NNC(=O)c2ccc(OC)c(OC)c2)CC1 | 4
CCOc1ccc(-c2n[nH]c(=S)o2)cc1 | 0
C=CCN1C(=O)/C(=C\c2ccc(SC)cc2)C(=O)NC1=S | -1
Fc1cnc(N2CCOCC2)nc1N1CCN(c2ccccc2)CC1 | 3
O=C(NC[n+]1ccccc1)c1ccc(Cl)cc1 | 5
O=C1CSC(c2ccc(Cl)cc2)N1 (stereo not drawn) | 0
CNc1nc(Nc2nc(C)cc(C)n2)nc(OCC(F)(F)F)n1 | 0
CCOc1ccc(/C=C2/C(=O)NC(=O)N(c3ccc(OCC)cc3)C2=O)cc1 | 1
Cc1onc(-c2ccccc2Cl)c1C(=O)N1CCC(C(O)(c2ccccc2)c2ccccc2)CC1 | -4
CCOc1ccc(N(CC(=O)N[C@@H]2C[C@H]3CC[C@@H]2C3)S(=O)(=O)c2ccc(SC)cc2)cc1 | 8
O=C(N/N=C(/c1ccccc1)C(F)(F)F)c1ccncc1 | 0
CC(C)CNc1ncnc2ccc(Br)cc12 | 4
O=C1CSc2ccc([N+](=O)[O-])cc2N1Cc1ccccc1F | 2
CCC(C)OC(=O)C1=C(C)NC2=C(C(=O)CCC2)C1c1cccs1 (stereo not drawn) | 4
O=C(CSCc1ccccc1)Nc1ccc2c(c1)C(=O)N(c1ccccc1)C2=O | 8
Cc1cc(=O)[nH]c(SCc2ccccc2)n1 | 3
CC(=O)C1=C(C)NC(=O)NC1c1ccccc1OCc1ccccc1 (stereo not drawn) | 7
Cc1ccc(/C=C/C(=O)NC(=S)Nc2ccc(S(N)(=O)=O)cc2)cc1 | 1
Cc1cc(C)cc(OCC(O)CNC(C)(C)C)c1 (stereo not drawn) | -6
Cc1ccc(N2C(=O)/C(=C/c3cc(C)n(C)c3C)C(=O)NC2=S)cc1 | 5
O=C1NC(=S)N(c2ccccc2)C(=O)/C1=C/c1cccs1 | 11
COc1ccc(C(=O)N2CCN(Cc3cc(OC)c(OC)c(OC)c3)CC2)cc1OC | -1
Cc1no[n+]([O-])c1COc1cccc(/C=C2\N=C(c3ccccc3)OC2=O)c1 | 1
COc1ccc(NC(=O)CN(c2ccc(Br)cc2)S(C)(=O)=O)c(OC)c1 | 1

compound | ER stress death
CCOC(=O)c1cnn2c(C)cc(-c3ccc(F)cc3)nc12 | 0
COc1ccc(/C=N/NS(C)(=O)=O)cc1 | -4
O=C1CC(c2ccccc2)CC2=C1C(c1cccc(C(F)(F)F)c1)Nc1ccccc1N2 (stereo not drawn) | 6
COc1ccc(NC(=O)CSc2nc3ccccc3o2)c(OC)c1 | 2
CC(C)c1ccc(N=Cc2ccc(OC3CSC3)cc2)cc1 | 0
C=CCn1c(=O)c(C(=O)Nc2ccccc2Cl)c(O)c2ccccc21 | -7
COc1ccc(N2C(=O)/C(=C\c3cccnc3)SC2=S)cc1 | 20
C=CCOc1ccccc1/C=N/N=C(N)N | -30
COc1ccc(S(=O)(=O)N2CCC(C(=O)O)CC2)cc1C(=O)O | 2
Cc1ccccc1C(=O)Nc1ccc(-c2nc3ccccc3[nH]2)cc1 | -2
COCCNC(=O)c1nn2c(C(F)(F)F)cc(-c3ccc(OC)cc3)nc2c1Cl | 5
O=c1cc(Nc2ccc(Br)cc2)c2ccccc2n1-c1ccccc1 | 7
CCN(CC)C(=O)c1cnn(-c2ccccc2)c1NC(=O)c1ccccc1Cl | 10
O=C(NCCOc1ccc(Cl)cc1)C(O)(c1ccc(Cl)cc1)c1ccc(Cl)cc1 | 4
O=C(Cc1ccccc1)NCc1ccc(Cl)cc1 | 8
O=C(O)c1cc(NC(=O)c2cccc(Br)c2)cc(C(=O)O)c1 | 7
O=C(Nc1cccc(O)c1)/C(=C\c1cccs1)NC(=O)c1ccccc1 | 4
O=C(Nc1ccc2c(c1)OCCO2)c1cccc([N+](=O)[O-])c1 | 1
COc1ccc(N2C(=O)NC(=O)/C(=C/c3cccn3-c3cccc([N+](=O)[O-])c3)C2=O)cc1 | 0
COCCCNCCCCOc1c(C)cc(C)cc1C | -2
CCc1ccccc1N(CC(=O)Nc1ccccc1Br)S(C)(=O)=O | 2
Cc1ccc(C(=O)/C(=C/c2ccc(-c3cccc([N+](=O)[O-])c3)o2)c2nc3ccccc3o2)cc1 | 0
CC(=O)NC(n1c(SCc2ccccc2)nc2ccccc21)C(Cl)(Cl)Cl (stereo not drawn) | 0
O=C1C=C(NCCN2CCOCC2)CC(c2ccccc2)C1 (stereo not drawn) | -3
O=C(NC12CCC3CC(CC(C3)C1)C2)c1ccc(Br)cc1 | -3

compound | ER stress death
COc1cc(C=O)ccc1OCCOc1ccc(C)c(C)c1 | 2
COc1ccc(N2C(=O)C3C4C=CC(C4=C4CCCC4)C3C2=O)cc1 (stereo not drawn) | 8
CCOc1ccc(NC(=O)C(C)C)c([N+](=O)[O-])c1 | 0
Nc1nc(-c2cccc([N+](=O)[O-])c2)cs1 | -6
COc1cc2c(cc1OC)-c1nnc(-c3ccc(Br)cc3)n1C(C)(C)C2 | 14
COc1ccc(Cl)cc1NC(=O)c1cc2nc(-c3ccccc3)cc(C)n2n1 | 1
CCN(C(=O)c1cc2cc(Cl)cc(Cl)c2oc1=O)c1ccccc1 | 21
O=C(O)CCC(=O)N1N=C(c2ccc(Br)cc2)CC1c1ccccc1 (stereo not drawn) | -1
O=C(O)c1cc(C(=O)O)cc(N2C(=O)c3cccc4c([N+](=O)[O-])ccc(c34)C2=O)c1 | 0
COC(=O)C1=C(C(=O)OC)SC(=C2C(=S)C(C)(C)N(C(=O)c3cccc(C)c3)c3ccc(OC)cc32)S1 | 4
CCCCCCCc1nc2ccccc2[nH]1 | -1
O=C(COc1ccc(Cl)cc1Br)NCc1ccccn1 | -2
CSc1nnc2c(n1)OC(c1cccc(C)n1)Nc1ccccc1-2 (stereo not drawn) | 8
CS(=O)(=O)N(Cc1ccc(Cl)cc1)c1ccc(C(=O)N2CCCC2)cc1 | 0
CCOc1ccc(N(CC(=O)Nc2ccc(Cl)cc2)S(C)(=O)=O)cc1 | 2
O=C(Nc1cccc(F)c1)C1CC(=O)N(c2ccc(Br)cc2)C1 (stereo not drawn) | 5
COc1ccc(CC(=O)Nc2sc3c(c2C(=O)Nc2ccccc2OC)CCC3)cc1 | 1
COc1cc2c(cc1NS(=O)(=O)c1ccccc1)oc1ccccc12 | 3
Cc1ccc(C(=O)Nc2ccc(Cc3ccncc3)cc2)cc1C | 10
COc1ccc(CCNC(=O)C2CC2c2ccccc2)cc1OC (stereo not drawn) | 5
CN1CCN(CCCC(=O)c2ccc(F)cc2)CC1 | 2
O=C(CN1C2=NCCCN2c2ccccc21)c1ccc(Br)cc1 | -16
CCC(=O)Oc1cc2oc(CC)c(-c3nc(C)cs3)c(=O)c2cc1CC | 0
CC(C)=NNC(=O)CN(C1=NS(=O)(=O)c2ccccc21)c1ccccc1 | 3
CCN(CC)c1ccc(C=C2C(=O)NC(=S)NC2=O)cc1[N+](=O)[O-] | 6

compound | ER stress death
CCOC(=O)c1c(NC(=S)NCc2ccccc2)sc2c1CC(C)(CC)OC2 (stereo not drawn) | 6
Cc1cccc(NC(=O)c2cnccn2)c1C | 7
COc1ccc(C(CC(=O)c2ccc(C)cc2)Nc2ccc(I)cc2)cc1OC (stereo not drawn) | -1
CCOC(=O)C1=C(N)Oc2c(ccc3ccccc23)C1c1ccc(OC)cc1 (stereo not drawn) | 3
Nc1nnnn1CC(=O)N/N=C/c1ccc(Cl)cc1 | 7
CCOc1ccc(N(CC(=O)Nc2ccc(OC)cc2OC)S(=O)(=O)c2ccccc2)cc1 | 32
COC(=O)c1ccc(/C=N/NC(=O)CC2C(=O)NN=C2C)cc1 (stereo not drawn) | -2
Cc1cccc(N2C(=O)NC(=O)/C(=C\c3cc(C)n(-c4cccnc4)c3C)C2=O)c1 | 2
Cc1ccc(-c2nc3cc(Cl)ccc3o2)cc1NC(=O)C(C)C | 4
Cc1cc(C(=O)Nc2ccccc2C(=O)O)ccc1NC(=O)CC(C)C | -10
COCCNC(=O)/C(=C/c1ccco1)NC(=O)c1ccc(OC)cc1 | 4
COc1ccc(/C=C2\SC(=S)N(CCCCCC(=O)N3CCN(C)CC3)C2=O)cc1 | 14
CCCOc1cccc(C(=O)Nc2cccc(OC)c2)c1 | 2
O=C(Nc1cccnc1)C1CC2CCC1C2 (stereo not drawn) | -2
COc1cccc(N2C(=O)NC(=O)/C(=C/C=C/c3ccco3)C2=O)c1 | 15
CCOC(=O)c1c(NC(=O)c2c(C(=O)O)cccc2[N+](=O)[O-])sc(C)c1C | 0
CCOc1ccc(N2C(=O)/C(=C/c3ccc(C(C)C)cc3)C(=O)NC2=S)cc1 | -6
Cc1ccccc1OCC(=O)N1N=C(c2ccc(F)cc2)CC1(O)C(F)(F)F (stereo not drawn) | 1
CC(C)(C)/C(O)=C/c1nc2cc([N+](=O)[O-])ccc2[nH]c1=O | -1
COC(=O)c1ccc(COc2cc3oc(=O)cc(-c4ccccc4)c3cc2Cl)cc1 | 7
CCCC(C)NC(=O)c1ccc(-c2ccccc2)cc1 (stereo not drawn) | 0
COc1ccccc1OCCCc1c(C)n[nH]c1C | 9
CSc1nc(O)c(Cc2ccccc2)c(=O)n1-c1ccccc1 | 4
CCn1cc(C(=O)O)c(=O)c2cc(-c3ccc([N+](=O)[O-])o3)c(Cl)cc21 | -4
O=C(O)CCCN1C(=O)C(=O)/C(=C(/O)c2ccccc2)C1/C=C/c1ccccc1 (stereo not drawn) | 0

compound | ER stress death
O=C(/C=C\c1ccccc1)Nc1ccc(NC(=O)c2ccco2)cc1 | -2
O=C(O)/C=C/C(=O)Nc1ccc(N2CCCCC2)cc1 | -4
CC(C)(C)c1csc(NC(=O)COc2ccc(F)cc2)n1 | 2
Cc1ccc(-c2cc3nc(C)c(C)c(=O)n3[nH]2)cc1 | -2
Cc1cccc2c1nc1s/c(=C\c3cc4c(cc3Cl)OCO4)c(=O)n12 | -2
CS(=O)(=O)N(CC(=O)NC1CC1)c1ccc(Oc2ccccc2)cc1 | 0
O=C(NN=C1c2ccccc2-c2ccccc21)c1ccccn1 | 1
Fc1ccc(NC(=S)Nc2ccc(Br)c(Cl)c2)cc1 | -4

Rewritten as labelled records: entries from further up
Cc1cccc2c1nc1s/c(=C\c3cc4c(cc3Cl)OCO4)c(=O)n12
  ER stress death: -2
CS(=O)(=O)N(CC(=O)NC1CC1)c1ccc(Oc2ccccc2)cc1
  ER stress death: 0
O=C(NN=C1c2ccccc2-c2ccccc21)c1ccccn1
  ER stress death: 1
Fc1ccc(NC(=S)Nc2ccc(Br)c(Cl)c2)cc1
  ER stress death: -4

A portion of the library (hit frequency here may not be typical).
